Screening results from PubChem BioAssay.
AID2073: inhibitors of Mint1-CaV2.2 protein interaction, biochemical, HTRF (AID 2073). HTRF protein-protein interaction, Mint1-CaV2.2; higher % means a stronger effect. one-dose inhibition, % at 20 µM; IC50 in µM for titrated hits. hit rate 0.19% among 290,000; in the data active = inhibition mostly above about 51%, no sharp cut-off; also: some results filed as inactive read as strong as hits
HIV fusion peptide: inhibitors of HIV fusion peptide binding, primary screen, biochemical, uHTS, fluorescence dequenching (AID 1986); cell-free peptide binding, fluorescence dequenching, 30 min; higher % means a stronger effect; inhibition, % at 20 µM; hits with a dose series show IC50 in µM; hit rate 0.3% among 290,000; in the data active = inhibition mostly above about 52%, no sharp cut-off; inactive = mostly below about 76%; also: some results filed as inactive read as strong as hits
NS5 inhibitors: Dengue-2 NS5 methyltransferase inhibitors, primary screen, biochemical, confirmation dose response (AID 588689); Dengue-2 NS5 methyltransferase capping enzyme assay, biochemical; higher % means a stronger effect; inhibition, % at 25 µM; hits with a dose series show IC50 in µM; hit rate 0.3% among 340,000; in the data active = a potency from the dose series
XIAP displacement: small molecules displacing peptide from XIAP – biochemical, IAP family, fluorescence polarization (AID 1018); hit rate 0.007% among 200,000; XIAP BIR domain, fluorescence polarization peptide displacement; higher % means a stronger effect; one-dose displacement, % at 20 µM; IC50 in µM for titrated hits; in the data active = displacement above about 50%; also: a part of the inactive calls stands beside numbers as strong as those of hits
Siah-1 displacement: blockers of Siah-1 interaction with plectin peptide – biochemical, fluorescence polarization, rhodamine-plectin, uHTS, primary screen (AID 1817). Siah-1 / rhodamine-plectin peptide fluorescence polarization; higher % means a stronger effect. one-dose displacement, % at 20 µM; IC50 in µM for titrated hits. hit rate 0.02% among 290,000;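 active = displacement of at least 50% at 20 µM, with a fluorescence ratio check between 0.3 and a set limit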;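 also: plate controls were Siah plus tracer with DMSO for no effect and tracer alone without Siah for full effect; strong numbers were not always called active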
Rac1 GTP hydrolysis: MgcRacGAP GTPase-activating activity inhibitors, confirmation, biochemical, ADP Hunter fluorescence. inhibition, % at 30 µM, or IC50 in µM where a hit was titrated. AID 624330. MgcRacGAP-stimulated Rac1 GTP hydrolysis, ADP Hunter fluorescence; higher % means a stronger effect; GST-tagged Rac1 F28L mutant substrate. hit rate 0.6% among 340,000;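 active = first-screen hits whose inhibition reached a set limit at any dose in the follow-up dose series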;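 also: fluorescence reports GDP produced by GAP-driven GTP hydrolysis; strong numbers were not always called active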
LYP phosphatase: PTPN22 lymphoid phosphatase activity blockers – biochemical, fluorescence intensity, uHTS (AID 1779); recombinant LYP phosphatase, fluorescence intensity; higher % means a stronger effect; inhibition, % at 11.5 µM; hits with a dose series show IC50 in µM; hit rate 0.054% among 290,000; in the data active = inhibition above about 50%;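 also: plate controls were vehicle with enzyme for no effect and no enzyme for full effect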
Large T inhibition: SV40 large T antigen inhibitors, biochemical (AID 1903); hit rate 0.39% among 310,000; SV40 large T antigen ATPase/helicase inhibition assay; higher % means a stronger effect; inhibition, % at 20 µM; hits with a dose series show IC50 in µM; in the data active = a potency from the dose series; also: strong numbers were not always called active
RSV antiviral HEp-2: RSV antiviral activity via CPE protection, HEp-2 cells, primary 10 µM value included (AID 2391). hit rate 0.13% among 310,000. HEp-2 cells, RSV-induced CPE inhibition; higher % means a stronger effect. CPE inhibition, % at 10 µM, or IC50 in µM where a hit was titrated; in the data active = a potency from the dose series; also: strong numbers were not always called active
NS5 inhibitors pilot replicate: recorded beside NS5 inhibitors, whose call it bears; inhibition, %; measured here: pilot screen replicate inhibition
Active calls of the source: *; nt = not tested or not shown.

Preview, three compounds:
SMILES | AID2073 | HIV fusion peptide | NS5 inhibitors | XIAP displacement | Siah-1 displacement | Rac1 GTP hydrolysis | LYP phosphatase | Large T inhibition | RSV antiviral HEp-2 | others
Cc1nc(CC(=O)N2CCN(S(=O)(=O)c3ccccc3C#N)CC2)cs1 | -4% | -1.6% | 6% | -2.2% | 2% | 8% | -4% | 25% | 0.8%
O=C(O)c1cccc(NC(=O)c2ccc3c(c2)C(=O)N(Cc2ccco2)C3=O)c1 | 4% | 16% | -1% | -8.1% | 1% | 6% | -2% | 13% | -0.6%
COCc1cc(C(C)=O)ccc1OCC(=O)Nc1ccc(NC(C)=O)cc1 | 56% | -0.5% | -1% | -4.2% | 6% | 1% | -4% | 8% | 3.5%

The listing (from the top)
SMILES | AID2073 | HIV fusion peptide | NS5 inhibitors | XIAP displacement | Siah-1 displacement | Rac1 GTP hydrolysis | LYP phosphatase | Large T inhibition | RSV antiviral HEp-2 | others
Cc1nc(CC(=O)N2CCN(S(=O)(=O)c3ccccc3C#N)CC2)cs1 | -4% | -1.6% | 6% | -2.2% | 2% | 8% | -4% | 25% | 0.8%
O=C(O)c1cccc(NC(=O)c2ccc3c(c2)C(=O)N(Cc2ccco2)C3=O)c1 | 4% | 16% | -1% | -8.1% | 1% | 6% | -2% | 13% | -0.6%
COCc1cc(C(C)=O)ccc1OCC(=O)Nc1ccc(NC(C)=O)cc1 | 56% | -0.5% | -1% | -4.2% | 6% | 1% | -4% | 8% | 3.5%
O=C(c1cccc(C(F)(F)F)c1)C1CCCN(C(=O)CCn2cnnn2)C1 (configuration not stated) | 10% | -0.1% | -9% | nt | -3% | 3% | 2% | 7% | 1.3%
Cc1ccc(-c2nc3ccccc3c(=O)n2O)cc1 | 17% | -3.2% | -1% | nt | -1% | 6% | -8% | 8% | 0.9%
COC(=O)c1c(C(=O)OC)c2cc(C(=O)c3ccccc3)ccn2c1Cl | 10% | 0.6% | -5% | -20% | -5% | 8% | 0% | 11% | 13%
O=C(CCCCCn1c(=S)[nH]c2ccc(N3CCOCC3)cc2c1=O)NCCc1ccccc1 | 18% | 6.5% | 1% | -9.8% | 7% | 6% | 2% | 4% | 0.5%
Cc1nn(-c2ccccc2)c(N2CCCC2)c1/C=N/O | -4% | -0.3% | -3% | -7.0% | -1% | 1% | -1% | 5% | 0.7%
O=S(=O)(Nc1ccc(-n2cccc2)cc1)c1ccc(Cl)c(Cl)c1 | 2% | 2.8% | -4% | nt | 2% | 8% | 1% | 7% | nt
CCOC(=O)n1c(=O)oc2cc(S(=O)(=O)N3CCOCC3)ccc21 | -2% | 3.4% | -6% | -0.3% | 0% | 8% | -4% | 11% | 0.6%
CCCN1/C(=C(/C#N)C2=NS(=O)(=O)c3ccccc32)N(C)c2ccccc21 | -2% | 0.3% | -8% | -7.2% | -2% | 2% | -7% | 11% | 7.6%
O=C(Nc1cccs1)Nc1ccc(F)cc1F | 12% | 22% | -9% | 1.5% | -4% | 11% | -5% | 8% | 12%
CCN(Cc1nc(-c2ccc(OC)c(OC)c2)no1)C(=O)c1ccoc1C | 8% | 1.9% | 0% | nt | 2% | 6% | -6% | 8% | 1.2%
COc1cc(/C=C2\CC(C(C)(C)C)C/C(=C\c3cc(OC)c(OC)c(OC)c3)C2=O)cc(OC)c1OC (configuration not stated) | 21% | 2.4% | -8% | nt | -2% | 5% | 3% | 19% | -4.6%
Cc1cc(Cl)ccc1N(CC(=O)NCCSCc1ccco1)S(C)(=O)=O | 47% | 6.3% | -1% | -4.5% | 7% | 7% | 3% | 7% | 0.5%
Cc1cccc(C)c1NC(=O)C(=O)NCCOc1ccc(Cl)cc1 | 0% | -3.2% | -2% | -8.7% | 1% | 6% | -4% | 1% | 2.7%
Cc1ccc(NC(=O)/C=C\C(=O)NCC(=O)O)cc1C | 8% | -0.2% | 5% | 1.2% | -1% | 5% | -1% | 3% | 0.8%
O=C(OCCn1cncn1)c1cc2ccccc2oc1=O | -24% | -0.7% | 4% | -5.7% | 2% | 11% | -7% | 3% | 1.3%
N#Cc1c(OCC(=O)c2ccccc2)nc2c(c1-c1ccco1)CCc1ccccc1-2 | 41% | 59% | 8% | -6.6% | 1% | 7% | 9% | 24% | 13% | NS5 inhibitors pilot replicate=-0.9
Cc1ccccc1C(=O)NNC(=O)CSc1nc(-c2ccccc2)cc(=O)[nH]1 | 2% | 0.7% | 3% | -5.5% | 0% | 5% | -2% | 2% | 2.5%
CCCCCCCn1c(NC(=O)CC)nc2ccccc21 | 9% | 2.2% | -2% | nt | 2% | 8% | 3% | 13% | nt
Cc1cc(Cl)ccc1OCC(=O)Nn1c(C)ccc1C | 5% | 5.5% | 5% | -2.9% | 0% | -13% | -6% | 4% | 1.1%
Cc1cc(C)c2[nH]c(=O)c(C(c3nnnn3C(C)(C)C)N3CCN(C(=O)c4ccco4)CC3)cc2c1 (configuration not stated) | 34% | 2.6% | 1% | -7.9% | -4% | 2% | 8% | 9% | 1.7%
O=c1[nH]c2cc(C(F)(F)F)ccc2n1-c1cc(C(F)(F)F)ccc1O | nt | nt | 25% | nt | nt | -2% | nt | 19% | 0.0%
CCN(N=O)[C@@H](Cc1ccccc1)CN(N=O)[C@@H](Cc1ccccc1)CN(C)N=O | 15% | 1.7% | 9% | -1.6% | 6% | 3% | -2% | 3% | -1.8%
COc1ccc(CNC(=O)CN=C2NC(=O)C(c3ccccc3)(c3ccccc3)N2)cc1 | 0% | 0.7% | -6% | -3.8% | -4% | 6% | 40% | 8% | 5.1%
COc1ccc(CN(CCCN2CCOCC2)C(=O)Nc2cccc(Cl)c2)cc1OC | -5% | -1.6% | -7% | -7.2% | -2% | 3% | -5% | 7% | -1.5%
CC(C)(C)NCc1cc2ccccc2[nH]c1=O | 9% | 0.7% | -3% | -3.3% | -2% | 9% | -2% | 5% | -0.1%
O=C(Cn1cnc2c(nnn2Cc2ccccc2F)c1=O)NCc1ccco1 | 24% | 1.1% | -10% | -7.2% | -6% | 2% | -4% | 4% | 1.0%
COc1ccc2oc(C(=O)NC3CCCCC3)c(C)c2c1 | 15% | 1.7% | -4% | nt | 0% | -2% | -5% | 15% | 2.0%
COc1ccc(-c2ccccc2NC(=O)C2CCCN(Cc3ccco3)C2)cc1 (configuration not stated) | -1% | -1.9% | 3% | nt | -1% | 6% | -14% | 3% | -0.1%
COCCCNC(=O)C(=O)C1C(=O)Nc2ccccc21 (configuration not stated) | 5% | -0.8% | -4% | -8.1% | 13% | 11% | -7% | 14% | 1.9%
OC1(C#CCN2CCOCC2)CCCCC1 | -4% | 0.5% | 5% | -2.7% | 22% | -4% | -5% | -6% | 1.6%
CCCSC(=S)c1c(C)[nH]n(-c2ccccc2)c1=O | -2% | 7.2% | 13% | nt | 2% | 11% | -2% | 28% | nt
COc1ccc(C(=O)OCC(=O)Nc2cc(S(=O)(=O)N3CCOCC3)ccc2N2CCCC2)cc1 | 2% | -1.7% | -7% | -0.3% | 3% | -7% | 2% | 9% | 4.4%
COc1ccc(CN2CCC(c3nc4ccc(Cl)cc4[nH]3)CC2)cc1 | -3% | -0.1% | -6% | -4.2% | 4% | 9% | -10% | 14% | 0.6%
COC(=O)COc1ccc(/C=N/NS(=O)(=O)c2ccccc2)cc1 | 0% | 0.7% | 7% | nt | -5% | 8% | -15% | -6% | 0.4%
Cc1ccccc1-n1c(=O)c2c(n3cnnc13)-c1ccccc1CC21CCCCC1 | 2% | -2.2% | nt | -0.2% | -1% | 7% | 6% | 17% | 3.2%
COc1ccc(-c2nc3n(n2)C(c2ccccc2)C2=C(CCCC2=O)N3)cc1OC (configuration not stated) | 4% | 2.3% | -6% | -5.8% | 5% | 10% | -4% | -6% | 1.8%
Cc1c(C(=O)N2CCCc3ccccc32)sc2nc(-c3ccccc3)cn12 | -1% | -1.1% | -1% | nt | 2% | 6% | 5% | 6% | 17%
Cc1ccccc1C(=O)NCCNC(=O)c1cnccn1 | -5% | -0.1% | -2% | nt | -2% | 4% | -9% | 5% | 1.5%
Nc1nonc1-n1nnc(C(=O)N/N=C/c2ccc(OCc3ccccc3)cc2)c1CNc1ccccc1 | 27% | 0.2% | 6% | nt | 0% | 14% | -8% | 11% | 2.6%
COc1ccc(OC)c(NC(=O)CSC2=C(C#N)C(c3ccco3)C3=C(CCCC3=O)N2)c1 (configuration not stated) | 2% | -2.8% | -10% | -4.5% | 2% | 4% | 1% | 4% | 1.7%
Cc1ccc(S(=O)(=O)N2CCCOC2CNC(=O)C(=O)NCc2ccccn2)cc1 (configuration not stated) | 5% | -0.7% | 3% | nt | -2% | 5% | -11% | 8% | -0.2%
COCc1nnc(NC(=O)c2ccccc2[N+](=O)[O-])s1 | -16% | 2.6% | -5% | 0.9% | 2% | 4% | 7% | 3% | 1.7%
COC(=O)COc1ccc(S(=O)(=O)NCc2ccccn2)cc1 | 1% | -0.8% | -12% | nt | 2% | -2% | 1% | 13% | 1.1%
COc1ccc(C(=O)NNC(=O)c2cccc(F)c2)cc1 | -8% | -0.7% | -8% | -7.1% | 0% | 6% | -6% | 4% | -0.1%
COc1cc(C(=O)Oc2cccc(/C=N/NC(=O)c3cccnc3)c2)cc(OC)c1OC | -6% | 1.1% | -2% | nt | -4% | 2% | -4% | 8% | 1.2%
COc1ccc(C(=O)N2CCOC2CNC(=O)C(=O)NCCc2ccc(OC)c(OC)c2)cc1 (configuration not stated) | 17% | 0.3% | 0% | nt | -2% | 8% | -6% | 10% | 2.2%
COC(=O)c1ccc(N2CCOCC2)c(NC(=O)c2cccnc2)c1 | 3% | -1.0% | 1% | nt | 4% | 6% | -8% | 17% | 1.4%
Cc1ccc(NS(=O)(=O)c2ccc(C(=O)NCc3ccccn3)cc2)cc1 | 1% | 2.8% | 1% | nt | 4% | 7% | -7% | 10% | 1.2%
Cc1cc(C)cc(NC(=O)Cn2nnc(C(=O)NCc3cccs3)c2N)c1 | 11% | 2.3% | -11% | nt | 7% | -6% | -9% | 1% | 0.7%
Cc1ccc(C)c(C(=O)CSc2n[nH]c(C)n2)c1 | -12% | -1.6% | -14% | -10% | -4% | 12% | -2% | 25% | 2.5%
O=C(O)C1C2C=CC3(CN(Cc4ccccn4)C(=O)C13)O2 (configuration not stated) | -14% | -1.0% | -4% | -1.0% | 3% | -2% | -2% | 10% | -0.6%
CCCc1cc(-c2[nH]ncc2-c2ccc3c(c2)OCCCO3)c(O)cc1OC | 2% | -3.3% | nt | -7.9% | -1% | nt | 2% | 6% | nt
CCN(CC)c1ccc(/C=N/NC(=O)C(O)(c2ccccc2)c2ccccc2)o1 | 14% | 11% | nt | 1.0% | -5% | nt | -1% | 34% | 1.3%
COc1cccc(Nc2nc(-c3cccnc3)cs2)c1 | 7% | -0.6% | -5% | nt | 12% | 11% | -9% | 11% | 20%
COc1cc2c(cc1NC(=O)c1cccnc1)CCCC2 | -16% | 0.8% | 6% | -1.2% | 0% | -5% | 4% | 6% | 2.6%
CC(Oc1ccccc1)c1ccnn1S(C)(=O)=O (configuration not stated) | 12% | 0.7% | -2% | -2.4% | 1% | 5% | -2% | 1% | 3.6%
